Source: PubChem BioAssay
HT1080 IDH1KD tx: HT-1080 IDH1 knockdown cell toxicity (counter line). HT-1080 IDH1 knockdown viability, ATP luminescence, 48 h. 2% of 360,000 active. Potency, µM (titrated, usually from 46.1 µM), inactives show at the top dose activity, negative = toxicity, actives largely listed as cytotoxic;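 also: 0% = DMSO wells and -100% = cell-free medium wells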
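Using the IDH1-knockdown HT-1080 line run in the same batch and compound series as the NT line, viability after 48 h at 37 °C was determined by CellTiter-Glo luminescence and expressed as % activity.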
GLP1R ag: GLP-1 receptor (human) agonism; 0.007% of 380,000 active; Potency, µM (top dose mostly 45.6 µM), for the others: at the top dose activation, hits mostly activators; AID 624172; HEK293 GLP-1R CRE-luciferase, luminescence, 4-6 h; cells express a hypersensitive GLP-1R form; P43220; also: % of control where 0% means no effect
Target sequence (P43220 whole entry, looked up): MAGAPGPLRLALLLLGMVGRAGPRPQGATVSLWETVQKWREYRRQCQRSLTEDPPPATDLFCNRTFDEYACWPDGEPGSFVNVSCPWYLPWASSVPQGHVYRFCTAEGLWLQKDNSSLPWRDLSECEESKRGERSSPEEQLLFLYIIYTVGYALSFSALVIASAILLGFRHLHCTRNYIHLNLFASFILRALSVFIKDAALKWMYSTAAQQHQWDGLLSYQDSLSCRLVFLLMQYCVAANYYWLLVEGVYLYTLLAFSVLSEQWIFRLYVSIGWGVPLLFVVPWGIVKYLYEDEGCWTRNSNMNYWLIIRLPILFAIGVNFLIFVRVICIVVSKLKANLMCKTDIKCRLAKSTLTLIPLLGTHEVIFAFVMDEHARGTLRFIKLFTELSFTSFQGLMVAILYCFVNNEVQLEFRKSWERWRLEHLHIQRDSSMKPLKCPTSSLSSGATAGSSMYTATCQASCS
TDP43 rescue: TDP-43 toxicity inhibition in yeast | TDP-43 expressing yeast growth rescue, BacTiter-Glo, 24 h | Potency, µM (series often up to 46.1 µM), without a hit: top-dose growth rescue (activation), actives largely listed as activators | 1.8% of 410,000 active | AID 652104; also: % of control where 0% means no effect; nearly all actives have a fitted effect of over 50% in size
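Readout is BacTiter-Glo luminescence of cell growth, so inhibitors register as activators. TDP-43-expressing yeast at OD600=0.02 in galactose medium, after raffinose pregrowth to mid-log, were incubated with compound for 24 hr at 30 deg C.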
GLP-1R inv ag: GLP-1 receptor (human) inverse agonism; P43220; HEK293 GLP-1R CRE-luciferase, luminescence, 24 h; GLP-1R form is constitutively active; Potency, µM (titrated, usually from 38.3 µM), inactives show at the highest dose activity change, negative = inhibition, hits mostly inhibitors; 1.6% of 410,000 active; AID 624417; also: % is scaled to controls: 0 for no effect and ±100 for the full control effect; nearly all actives have a fitted effect of over 55% in size
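Readout was luciferase luminescence, measured 12 min after detection reagent at room temperature. Beforehand, GLP-1R reporter HEK293 cells had sat 12 h, then received compounds for 24 hr at 37 deg C.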
HT1080NT lethal: kills 2HG-producing HT-1080-NT fibrosarcoma cells | HT-1080-NT fibrosarcoma viability, CellTiter-Glo ATP luminescence, 48 h | Potency, µM (doses to about 46.1 µM), for inactives: top-dose activity, negative = less viability, usual class: cytotoxic | 1.6% of 360,000 active | AID 686970;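 also: NT is the 2HG producing partner of a matched IDH1 knockdown line; 0% = DMSO-treated cells and -100% = media-only wells without cells; nearly all actives have a fitted effect of over 55% in size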
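HT-1080-NT fibrosarcoma cells (2HG-overproducing), 750 cells/well in RPMI with 5% FBS, dosed after 2 h and incubated 48 h at 37C. CellTiter-Glo luminescence normalized to DMSO and no-cell wells; concentration-response curves fitted and classed.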
SW480 rerep: induces DNA re-replication in SW480 colon adenocarcinoma cells; 1.8% of 340,000 active; SW480 DNA re-replication, Hoechst DNA content imaging, 48 h; AID 624297; Potency, µM (highest dose often 46.1 µM), inactives show top-dose re-replication activation, most hits filed as activators; also: % of control where 0% means no effect; nearly all actives have a fitted effect of over 55% in size
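Per well, 250 cells were exposed to pinned compound for 48 hr. Nuclear DNA was visualised with Hoechst (40 min, 37 C) and total object intensity recorded by fluorescence scanning.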
KB-3-1 cytotox: KB-3-1 parental cell cytotoxicity; KB-3-1 viability, CellTiter-Glo ATP luminescence, 72 h; Potency, µM (series often up to 46.1 µM), without a hit: at the highest dose activity change, negative = cytotoxic, actives largely listed as cytotoxic; AID 1347075; 1.4% of 400,000 active; also: % is scaled to controls: 0 for no effect and ±100 for the full control effect; nearly all actives have a fitted effect of over 60% in size
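Cytotoxicity measured as CellTiter-Glo luminescence after 72 h at 37 C. Compound titrations were pinned onto drug-naive KB-3-1 parental adenocarcinoma cells grown in DMEM with 10% FBS, and normalized data fitted to concentration-response curves.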
GLP1R cytotox: cytotoxicity in counter-screen for GLP-1R inverse agonists. HEK293 cAMP-luciferase reporter cells, luminescence, 24 h. Potency, µM (titrated, usually from 38.3 µM), without a hit: at the top dose activity change, negative = inhibition, actives largely listed as inhibitors. 0.13% of 410,000 active;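 also: loss of luciferase light is scored as toxicity; % is scaled to controls: 0 for no effect and ±100 for the full control effect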
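To flag toxic compounds, the library was rerun on cells for 24 hr at 37 deg C and 5% CO2. Viability-linked luminescence was captured 12 min after adding luciferase detection reagent.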
KB-V1 cytotox: KB-V1 MDR subline cytotoxicity; Potency, µM (series often up to 46.1 µM), inactives show top-dose activity change, negative = cytotoxicity, most hits filed as cytotoxic; KB-V1 MDR cells viability, CellTiter-Glo, 72 h; 3.4% of 400,000 active; AID 1347076; also: % is scaled to controls: 0 for no effect and ±100 for the full control effect; nearly all actives have a fitted effect of over 60% in size
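Drug-selected KB-V1 cells, grown in DMEM lacking phenol red with 10% FBS, receive compound titrations; after three days at 37 degrees C, surviving cell ATP is quantified by CellTiter-Glo luminescence and responses normalized and curve-fitted.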
Starred values were filed as active, the others as inactive; ? = inconclusive; . = not tested or not shown; [ ] = remark or other dose. Calls follow the shape of the dose curve; as a rule, active = well fitted curve in the direction sought with a large enough effect; inconclusive = small, poorly fitted or top-dose-only effect, or another doubt; inactive = no such curve, though single readings can be large; an effect the other way counts as inactive or inconclusive. Potency is read from the fitted curve at half-maximal effect. No enrichment for hits; 9.4% or so of the library scored in one or more.

item	Molecule	GLP-1R inv ag	GLP1R cytotox	KB-V1 cytotox	HT1080 IDH1KD tx	TDP43 rescue
1	CN(C(=O)CCl)C1CCCc2ccccc21 (configuration not stated)	?	-17%	?	?	?
2	CCN(C(=O)c1ccco1)c1nnc(-c2ccc(OC)cc2)s1	36%[activator]	5%	-15%	16%	1%
3	Cc1ccsc1C(=O)OCC(=O)Nc1cccc(S(=O)(=O)N2CCCCC2)c1	?	5%	11%	0%	28%
4	COc1ccc(-c2[nH]c(-c3cc(OC)c4c(c3)OCO4)nc2-c2ccccc2)cc1	?	-15%	-29%	?	?
5	Clc1ccc(Cn2ncc3c(NCc4ccco4)ncnc32)c(Cl)c1	?	?	?	?	19%
6	CCOC(=O)C(Cc1ccc(NC(=O)/C(=C/c2ccccc2)NC(=O)c2ccccc2)cc1)N1C(=O)c2ccccc2C1=O (configuration not stated)	5%	-3%	7%	0%	0%
7	O=C(NC1CCCC1)C(c1ccccn1)N(Cc1ccccc1F)C(=O)c1csnn1 (configuration not stated)	-4%	-1%	-2%	14%	-10%
8	CC1CCCN(C(=O)CCc2nnc(-c3ccc4c(c3)OCO4)o2)C1 (configuration not stated)	-26%	2%	?	1%	23%
9	NC(=O)c1cccc(Nc2nc(C(N)C3CCCCC3)cs2)n1 (configuration not stated)	18%	3%	5%	-27%	14%
10	CC(C)(c1ccccc1)c1ccc(OCC(O)CN2CCCC2)cc1 (configuration not stated)	?	?	0%	?	-1%
11	O=C(CN(c1ccc(F)cc1)S(=O)(=O)c1ccc2c(c1)OCCO2)NCc1ccccn1	6%	8%	-15%	-1%	1%
12	CCOc1ccc2[nH]c(=O)c(C(c3nnnn3C3CCCCC3)N3CCN(CC)CC3)cc2c1 (configuration not stated)	3%	10%	-26%	3%	11%

item	KB-3-1 cytotox	SW480 rerep	GLP1R ag	HT1080NT lethal
1	5.8µM*	2.3µM*	-5%	?
2	-4%	-2%	3%	23%
3	5%	.	-5%	-1%
4	-15%	-4%	-3%	?
5	?	?	-23%	?
6	-2%	-7%	-12%	-22%
7	0%	-5%	8%	2%
8	13%	-3%	1%	2%
9	0%	.	5%	?
10	?	16µM*	?	?
11	1%	-2%	-5%	5%
12	-3%	-2%	-6%	2%

The closing 3 entries of the part before are carried over, then new ones follow:
item	Molecule	GLP-1R inv ag	GLP1R cytotox	KB-V1 cytotox	HT1080 IDH1KD tx	TDP43 rescue
10	CC(C)(c1ccccc1)c1ccc(OCC(O)CN2CCCC2)cc1 (configuration not stated)	?	?	0%	?	-1%
11	O=C(CN(c1ccc(F)cc1)S(=O)(=O)c1ccc2c(c1)OCCO2)NCc1ccccn1	6%	8%	-15%	-1%	1%
12	CCOc1ccc2[nH]c(=O)c(C(c3nnnn3C3CCCCC3)N3CCN(CC)CC3)cc2c1 (configuration not stated)	3%	10%	-26%	3%	11%
13	Cc1ccccc1C(=O)NNC(=S)NC(=O)c1cccs1	?	0%	-6%	?	?
14	CCn1c(=O)cc(OCC(=O)NCc2ccccc2OC)c2ccccc21	11%	-17%	-12%	.	-9%
15	O=C(CCc1nnc2ccc(NCc3ccco3)nn12)N1CCN(c2ccc(F)cc2)CC1	16%	0%	13%	-4%	-1%
16	CN(C(=O)Nc1ccc(Cl)cc1)n1cnc2ccccc2c1=O	?	7%	10%	3%	-3%
17	COc1ccc(CN2C(=O)C(CC(=O)NCCCN(C)C)CC(C(=O)N3CCOCC3)=C2C)cc1 (configuration not stated)	19%	5%	19%	24%	16%
18	O=C(NCC1CCCO1)/C(=C\c1cccs1)NC(=O)c1ccccc1 (configuration not stated)	12%	-1%	5%	12%	20%
19	COc1ccccc1C(c1nnnn1CC1CCCO1)N1CCN(c2ccccc2)CC1 (configuration not stated)	-13%	-8%	-8%	-1%	-8%
20	Cc1cc(-c2ccccc2)nc(Oc2cccc(C(F)(F)F)c2)c1S(C)(=O)=O	10µM*	7%	?	-5%[9.24 µM]	-8%
21	Cc1cc(C)cc(C(=O)N2CCCCCC2)c1	-16%	2%	?	6%	3%
22	O=C(CCS(=O)(=O)c1ccccc1)NNC(=O)CSc1ccccc1F	-19%	?	13%	0%	13%
23	O=C(Nc1ccc(-n2nncc2-c2ccco2)cc1)c1cccc(F)c1	-26%	-17%	16µM*	?	-14%
24	COc1ccc(NC(=S)N2CCNC(=O)C2CC(=O)Nc2ccc(C)cc2)cc1 (configuration not stated)	?	-4%	?	-17%	9%

item	KB-3-1 cytotox	SW480 rerep	GLP1R ag	HT1080NT lethal
10	?	16µM*	?	?
11	1%	-2%	-5%	5%
12	-3%	-2%	-6%	2%
13	-18%	6%	-1%	?
14	-7%	.	3%	.
15	17%	-1%	7%	-3%
16	?	-5%	7%	-2%
17	0%	.	0%	23%
18	1%	1%	1%	19%
19	?	8%	2%	11%
20	-19%	?	7%	-23%
21	-9%	-8%	-4%	22%
22	-4%	-27%	-9%	3%
23	-17%	-1%	12%	?
24	9%	2%	-4%	-25%

Another view of 3 compounds above:
#17 COc1ccc(CN2C(=O)C(CC(=O)NCCCN(C)C)CC(C(=O)N3CCOCC3)=C2C)cc1 (configuration not stated)
  GLP-1R inv ag = 19%	GLP1R cytotox = 5%	KB-V1 cytotox = 19%	HT1080 IDH1KD tx = 24%	TDP43 rescue = 16%	KB-3-1 cytotox = 0%	SW480 rerep = .	GLP1R ag = 0%	HT1080NT lethal = 23%
#18 O=C(NCC1CCCO1)/C(=C\c1cccs1)NC(=O)c1ccccc1 (configuration not stated)
  GLP-1R inv ag = 12%	GLP1R cytotox = -1%	KB-V1 cytotox = 5%	HT1080 IDH1KD tx = 12%	TDP43 rescue = 20%	KB-3-1 cytotox = 1%	SW480 rerep = 1%	GLP1R ag = 1%	HT1080NT lethal = 19%
#19 COc1ccccc1C(c1nnnn1CC1CCCO1)N1CCN(c2ccccc2)CC1 (configuration not stated)
  GLP-1R inv ag = -13%	GLP1R cytotox = -8%	KB-V1 cytotox = -8%	HT1080 IDH1KD tx = -1%	TDP43 rescue = -8%	KB-3-1 cytotox = ?	SW480 rerep = 8%	GLP1R ag = 2%	HT1080NT lethal = 11%

More compounds follow.
item	Molecule	GLP-1R inv ag	GLP1R cytotox	KB-V1 cytotox	HT1080 IDH1KD tx	TDP43 rescue
25	CCOC(=O)CCc1c(C)c2ccc(OCc3nn[nH]n3)cc2oc1=O	8%	-10%	13%	7%	13%
26	CCCC(NC(=O)c1ccccc1)c1nc2ccccc2n1Cc1ccc(C(=O)OC)o1 (configuration not stated)	-15%	-19%	-3%	0%	14%
27	COc1ccc(CN2C(=O)CSCC2(C)C(=O)Nc2ccc3c(c2)OCCO3)cc1 (configuration not stated)	6%	-1%	-18%	0%	5%
28	CCN(CC(=O)Nc1c(F)cccc1F)C(=O)C1CCN(S(=O)(=O)c2ccc(C)cc2C)CC1	3%	2%	9%	-1%	-20%
29	Cc1ccc(S(=O)(=O)N2CCC(=O)N(C(COCc3cccc(Cl)c3)Cc3ccccc3)CC2)cc1 (configuration not stated)	?	1%	5%	-8%	4%
30	COc1cccc(NC(=O)c2sc3nc(C)c(C(=O)Nc4ccc(C)cc4C)c(-c4ccc(C)o4)c3c2N)c1	-10%	5%	-5%	.	23%
31	Cc1ccc(C(=O)/C=C2\NCCNC2=O)cc1	-16%	-18%	13%	8%	-10%
32	CCCCC#Cc1cncc(C(=O)N/N=C/c2cccc(OC)c2)c1	?	-5%	0%	-2%	15%
33	COc1cccc(CN2CCN(C(=O)c3ccc(-c4ccccc4)cc3)CC2)c1	?	2%	?	-19%	-21%
34	O=C(O)Cn1c(-c2ccccn2)nc2ccccc21	27%	-6%	3%	14%	0%
35	COc1ccc(S(=O)(=O)N2CCC3(CC2)OCCN3S(=O)(=O)c2cccs2)cc1	1%	-12%	8.2µM*	5%	5%
36	COc1cc(/C(C)=N/NC(=O)CSc2nnc(C)s2)ccc1O	24%	2%	11%	-8%	1%

item	KB-3-1 cytotox	SW480 rerep	GLP1R ag	HT1080NT lethal
25	7%	-2%	-6%	9%
26	-1%	-3%	12%	-9%
27	-7%	.	.	5%
28	-6%	-72%[inhibitor]	13%	-5%
29	?	-4%	4%	0%
30	1%	.	.	.
31	-9%	-2%	-8%	2%
32	0%	0%	7%	3%
33	0%	8%	4%	-6%
34	5%	-12%	-3%	11%
35	0%	6%	-7%	-2%
36	4%	-2%	5%	-2%

Carrying on:
item	Molecule	GLP-1R inv ag	GLP1R cytotox	KB-V1 cytotox	HT1080 IDH1KD tx	TDP43 rescue
37	COc1cc(-c2cc(O)c(-c3ccc4ccccc4n3)c(=O)[nH]2)cc(OC)c1OC	4%	9%	?	-26%	5%
38	O=C(Nc1cccc(Cl)c1N1CCCC1)c1ccco1	?	7%	-14%	-4%	8%
39	COc1ccc(S(=O)(=O)NN(C)C)cc1N(C)S(=O)(=O)c1ccc(Cl)cc1	0%	0%	1%	-2%	-6%
40	CN(CC(=O)NCCC1=CCCCC1)S(=O)(=O)c1ccc2c(c1)CCC(=O)N2	2%	-6%	16%	5%	3%
41	CC12CCC(C(=O)Nc3nc4ccccc4s3)(OC1=O)C2(C)C (configuration not stated)	-9%	-8%	2%	9%	14%
42	O=C(CCC(=O)c1ccc(Cl)cc1)OCC(=O)c1ccccc1	8%	0%	4%	20%	4%
43	CNc1cncc(-c2cccc(NS(C)(=O)=O)c2)n1	-22%	1%	?	10%	4%

item	KB-3-1 cytotox	SW480 rerep	GLP1R ag	HT1080NT lethal
37	?	21µM*	1%	?
38	-1%	?	22%	-17%
39	14%	-12%	-6%	8%
40	2%	-1%	6%	10%
41	4%	-5%	12%	0%
42	3%	-3%	-21%	12%
43	0%	.	-1%	9%
